Bioassay records as filed in PubChem.
14-3-3 Bad inh – disrupts binding of bovine 14-3-3 zeta to phospho-Bad peptide; TR-FRET 14-3-3zeta/Dy647-pBad peptide displacement, 1 h; AID 781; 220,000 compounds, 0.71% hits; inhibition, % at 21.7 µM; P63103;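 active means inhibition above about 70%, limit read from the data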;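 further: 0% = full 14-3-3 plus peptide FRET controls and 100% = background without 14-3-3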
Target sequence (P63103 whole entry, looked up): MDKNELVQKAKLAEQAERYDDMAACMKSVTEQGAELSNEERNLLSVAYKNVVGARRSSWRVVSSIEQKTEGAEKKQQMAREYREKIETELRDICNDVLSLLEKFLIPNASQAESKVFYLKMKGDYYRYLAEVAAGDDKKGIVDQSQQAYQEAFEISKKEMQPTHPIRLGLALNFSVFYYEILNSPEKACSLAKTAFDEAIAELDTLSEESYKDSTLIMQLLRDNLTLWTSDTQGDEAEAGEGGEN
Calpain2 inh – inhibitors of pig calpain II; purified calpain II, fluorogenic peptide substrate, 30 min; inhibition, % at 16 µM; 220,000 compounds, 0.37% hits; AID 1236;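 active means inhibition above about 50%, limit read from the data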
Tb hexokinase – blocks Trypanosoma brucei hexokinase 1 activity; 220,000 compounds, 0.11% hits; recombinant TbHK1, G6PDH-coupled NADH A340; inhibition, % at 10 µM;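 active means inhibition of 50% or more in the single-dose primary screen; inactive means inhibition below 50%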
EP2 antag – EP2 receptor (human) inhibition; P43116; inhibition, % at 25 µM; 260,000 compounds, 0.52% hits; C6 glioma cells expressing human EP2, cAMP TR-FRET; cells stimulated with saturating PGE2;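 active means percent inhibition above 40 after rounding to a whole number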;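 further: rat C6 glioma host cells with rolipram phosphodiesterase inhibitor present; the protocol text gives 20 µM as final concentration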
eIF4E 4G PPI – eIF4E/eIF4G interaction inhibition in translation initiation. P63073+Q04637. TR-FRET eIF4E-eIF4GI(517-606) binding, 2 h. inhibition, % at 21.7 µM. 220,000 compounds, 0.37% hits. AID 782;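 active means inhibition above about 30%, limit read from the data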;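 further: 0% = full FRET control wells and 100% = background wells lacking eIF4GI fragment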
Rad51 HR inh – Rad51 (human) homologous recombination inhibition | hRad51 DNA strand exchange, fluorescence dequenching | 200,000 compounds, 0.085% hits | Q06609 | inhibition, % at 10 µM;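 active means inhibition above 40% at the single screening dose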;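 further: 0% = DMSO control wells and 100% = blanks with heterologous ssDNA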
Target sequence (Q06609 whole entry, looked up): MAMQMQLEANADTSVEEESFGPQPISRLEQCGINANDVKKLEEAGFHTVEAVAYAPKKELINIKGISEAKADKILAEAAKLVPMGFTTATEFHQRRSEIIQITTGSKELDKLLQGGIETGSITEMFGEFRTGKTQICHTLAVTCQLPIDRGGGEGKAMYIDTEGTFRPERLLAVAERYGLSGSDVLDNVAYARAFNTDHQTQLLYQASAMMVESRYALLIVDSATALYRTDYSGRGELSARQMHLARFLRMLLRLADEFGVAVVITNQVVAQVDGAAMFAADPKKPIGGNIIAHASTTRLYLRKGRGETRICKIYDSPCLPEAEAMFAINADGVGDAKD
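Material: hRad51 filaments on single-stranded DNA; Reagent: Donor/quencher-labelled 47-bp dsDNA substrate; Compound: 10 µM final, single point; Schedule: 37 °C 15-min filament assembly, 30-min compound preincubation, 15-min exchange; Technique: FRET fluorescence, excitation 485 nm, emission 520 nm; Benchmarks: control wells and blank wells on each plate.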
Hck-Nef inh – human Hck-Nef kinase inhibition; P08631; Recombinant Hck-YEEI plus Nef, Z-Lyte FRET kinase assay; inhibition, % at 20 µM; 220,000 compounds, 0.68% hits; AID 463187;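 active means Hck-Nef kinase inhibition above about 50%, limit read from the data; inactive means inhibition below that limit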;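 further: 0% = DMSO with Hck plus Nef and 100% = Hck alone without Nef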
Target sequence (P08631 whole entry, looked up): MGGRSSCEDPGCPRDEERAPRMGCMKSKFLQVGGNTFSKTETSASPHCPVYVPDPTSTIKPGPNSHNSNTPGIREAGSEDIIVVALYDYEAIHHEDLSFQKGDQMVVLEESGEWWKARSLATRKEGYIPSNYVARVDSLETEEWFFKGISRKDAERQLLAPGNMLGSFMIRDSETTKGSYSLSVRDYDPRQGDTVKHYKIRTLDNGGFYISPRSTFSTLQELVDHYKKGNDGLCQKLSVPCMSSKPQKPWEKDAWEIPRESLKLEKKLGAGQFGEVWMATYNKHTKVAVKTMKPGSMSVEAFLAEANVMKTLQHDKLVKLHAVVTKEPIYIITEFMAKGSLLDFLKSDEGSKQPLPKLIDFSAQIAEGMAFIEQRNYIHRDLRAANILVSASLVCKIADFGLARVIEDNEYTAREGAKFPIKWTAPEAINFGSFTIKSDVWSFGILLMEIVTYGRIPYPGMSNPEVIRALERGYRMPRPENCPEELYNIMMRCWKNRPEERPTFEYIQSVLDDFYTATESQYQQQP
L929 necroptosis – blocks zVAD induced death of L929 cells; L929 zVAD necroptosis rescue, ATP luminescence, 24 h; with zVAD 60 µM; viability rescue, % at 10 µM; 220,000 compounds, 0.38% hits; AID 1377;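 active means activation, scaled between plate controls, above about 75%, limit read from the data; inactive means activation under that limit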;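 further: 0% = zVAD with DMSO and 100% = DMSO alone without zVAD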
EP2 mod – modulates human prostaglandin E2 receptor EP2 signaling; P43116; EP2-expressing cells, cAMP HTRF FRET, PGE2 co-stimulation; induction, % at 25 µM; 260,000 compounds, 0.83% hits;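 active means compounds whose cAMP rise, as percent of the full-agonist control response, exceeds 60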;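 further: rat C6 glioma line stably carrying human EP2 under a CMV promoter; the protocol text gives 20 µM as final concentration; 100% = response of wells given 1 µM PGE2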
Starred values were filed as active, the others as inactive; . = not tested or not shown; & = joins results of further samples; [ ] = dose if it differs, or a comment. Some of the compounds tested; the hit share may differ from the screen's.

The opening 7 entries, to show the layout:
molecule,14-3-3 Bad inh,Calpain2 inh,Tb hexokinase,EP2 antag,eIF4E 4G PPI,Rad51 HR inh,Hck-Nef inh,L929 necroptosis,EP2 mod
CCC(=O)/C(=C(/O)c1ccccc1)c1nc2ccccc2[nH]1,-8,-15,-13,1,-5,-6,16,3.9,-34
O=C(O)C12CC3CC(C1)CC(n1ncc(NCc4ccccc4)c(Cl)c1=O)(C3)C2,-17,-14,-1,4,-1,7,22,3.2,28
O=C(Nc1ccc(Cl)cc1)/C(=C1\CCCN1)[N+](=O)[O-],3,-10,-29,3,5,21,4,0.3,-42
CCc1nnc(NC(=O)CCC(=O)NCc2ccccc2OC)s1,6,-5,3,8,-5,-2,2,0.2,3
Cc1nnc(SCSc2nnc(C)s2)s1,-7,-42,5,10,-4,-8,-6,-1.1,12
O=C(c1ccc(C(F)(F)F)cc1)N1CCC(=O)N(C(COCc2ccc(Cl)cc2)Cc2ccccc2)CC1 (stereo not drawn),5,2,-2,6,-1,7,-2,1.4,13
O=C(/C=C/c1cn(-c2ccccc2)nc1-c1cccnc1)N1CCCCC1,1,14,-6,10,-6,10,22,1.6,-21

The listing, previewed entries included:
molecule,14-3-3 Bad inh,Calpain2 inh,Tb hexokinase,EP2 antag,eIF4E 4G PPI,Rad51 HR inh,Hck-Nef inh,L929 necroptosis,EP2 mod
CCC(=O)/C(=C(/O)c1ccccc1)c1nc2ccccc2[nH]1,-8,-15,-13,1,-5,-6,16,3.9,-34
O=C(O)C12CC3CC(C1)CC(n1ncc(NCc4ccccc4)c(Cl)c1=O)(C3)C2,-17,-14,-1,4,-1,7,22,3.2,28
O=C(Nc1ccc(Cl)cc1)/C(=C1\CCCN1)[N+](=O)[O-],3,-10,-29,3,5,21,4,0.3,-42
CCc1nnc(NC(=O)CCC(=O)NCc2ccccc2OC)s1,6,-5,3,8,-5,-2,2,0.2,3
Cc1nnc(SCSc2nnc(C)s2)s1,-7,-42,5,10,-4,-8,-6,-1.1,12
O=C(c1ccc(C(F)(F)F)cc1)N1CCC(=O)N(C(COCc2ccc(Cl)cc2)Cc2ccccc2)CC1 (stereo not drawn),5,2,-2,6,-1,7,-2,1.4,13
O=C(/C=C/c1cn(-c2ccccc2)nc1-c1cccnc1)N1CCCCC1,1,14,-6,10,-6,10,22,1.6,-21
N/C(Cc1ccc([N+](=O)[O-])cc1)=N\OC(=O)c1ccc(Br)o1,0,10,-4,5,-1,-26,4,.,-10

(further entries)
molecule,14-3-3 Bad inh,Calpain2 inh,Tb hexokinase,EP2 antag,eIF4E 4G PPI,Rad51 HR inh,Hck-Nef inh,L929 necroptosis,EP2 mod
CCOC(=O)c1oc2ccc3c(c2c1C)C(=O)CC1(CCN(C(=O)OCC)CC1)O3,-4,-132,-10,13,3[fluorescence artefact?],2,-2,2.3,31
CCOC(=O)c1c(-c2ccc(C)cc2)csc1NC(=O)C1CC=CCC1C(=O)O (stereo not drawn),-6,-27,3,.,11,.,0,-0.2,39
C=CCN1CN(Cc2ccco2)CNC1=S,-2,4,5,5,-2,-1,1,0.2,-9
CCN1C(=O)C(O)(CC(=O)c2ccc3c(c2)OCCO3)c2ccccc21 (stereo not drawn),-9,4,-7,13,1,6,3,0.5,9
N#CC1=C(N)OC2=C(C(=O)CCC2)C1c1cccs1 (stereo not drawn),0,-2,4,14,-2,-4,28,4.8,17
CCCC(=O)c1ccc(N2CCN(C(=O)c3ccccc3Br)CC2)c(F)c1,-7,25,-9,10,2,-16,0,-0.5,-18
CCCC(=O)NC(Nc1cccc(C(F)(F)F)c1)C(Cl)(Cl)Cl (stereo not drawn),3,-11,-2,18,6,5,-1,1.5,-11
c1ccc(-n2ncc3c2ncn2nnnc32)cc1,6,-2,8,4,5,-2,0,-0.1,-3

Other records follow.
molecule,14-3-3 Bad inh,Calpain2 inh,Tb hexokinase,EP2 antag,eIF4E 4G PPI,Rad51 HR inh,Hck-Nef inh,L929 necroptosis,EP2 mod
CC(=O)NNC(=O)C(O)(c1ccccc1)c1ccccc1,4,2,3,2,-4,-1,-1,-0.3,20
CCc1nc(SCC(=O)Nc2ccc3c(c2)OCCO3)c2oc3ccccc3c2n1,23[fluorescence artefact?],-39,-14,9,-5,12,88*,0.9,39
Cc1cc(C)c(-n2c(O)c(C=NCCN3CCOCC3)c(=O)[nH]c2=O)c(C)c1,-2,-10,3,11,8,1,2,0.6,2
CCCCCCCCCS(=O)(=O)Nc1cc(C)ccn1,-15,25,9,3,-3,12,-6,-0.1,-12
CCc1ccc2nc(N=C(N)N)nc(C)c2c1,1,-20,0,4,0,1,-1,0.9,-40
O=C(NCCCCc1ccccc1)C1CC(c2cc(C(F)(F)F)cc(C(F)(F)F)c2)=NO1 (stereo not drawn),-8,2,-3,8,0,-2,28,1.2,17
CCc1nnc2n1N=C(c1ccc([N+](=O)[O-])cc1)CS2,-5,-8,-23,9,0,14,9,-0.5,-4
Cc1cc(NC(=O)CSc2nc3ccc(Cl)cc3[nH]2)no1,2,18,-6,2,15[fluorescence artefact?],2,3,-0.4,-25

Continued:
molecule,14-3-3 Bad inh,Calpain2 inh,Tb hexokinase,EP2 antag,eIF4E 4G PPI,Rad51 HR inh,Hck-Nef inh,L929 necroptosis,EP2 mod
CC1CCc2c(sc(NC(=O)c3nc4ncccn4n3)c2C#N)C1 (stereo not drawn),-4,-44,8,6&6,4,16,-15,-0.2,-6&-29
O=C(Nc1nnc(-c2ccncc2)o1)c1cccc(N2C(=O)CCC2=O)c1,-7,-22,-11,6,-7,-4,-5,1.4,0
Cc1cc(C(F)(F)F)n(-c2nc(C(=O)NN)cs2)n1,-7,5,1,8,-2,-1,1,2.9,-19
O=C(CN(c1ccc(F)cc1)S(=O)(=O)c1ccc2c(c1)OCCO2)NCC1CCCO1 (stereo not drawn),15[fluorescence artefact?],-2,6,0,0[fluorescence artefact?],5,15,-0.2,21
CCn1ccnc1CN(C)Cc1cn(-c2ccc(C)cc2)nc1-c1cccc(C)c1,-5,-8,-5,11,-1,-8,20,1.5,34
O=C(Nc1ccc(-c2csnn2)cc1)C(Cl)(Cl)Cl,-7,2,-5,7,-1,.,17,2.3,-41
O=C(Nc1nc(-c2ccccc2)cs1)c1cccc([N+](=O)[O-])c1C(=O)O,-6,23,1,9,0,26,0,-0.5,-1
COc1ccc(NCC(O)Cn2cnc3c2c(=O)n(C)c(=O)n3C)cc1 (stereo not drawn),-13,-3,3,6,6,7,3,0.1,5

More entries.
molecule,14-3-3 Bad inh,Calpain2 inh,Tb hexokinase,EP2 antag,eIF4E 4G PPI,Rad51 HR inh,Hck-Nef inh,L929 necroptosis,EP2 mod
CCOC(=O)c1ccc(NC(=S)N(CCN2CCCCCC2)Cc2cccs2)cc1,-9,-2,-5,3,-1,2,-4,0.0,26
Clc1cncc(Cl)c1NNc1c2ccccc2nc2ccccc12,-4,-16,-9,1,-7,5,9,2.4,0
Cc1ccccc1NC(=O)c1c(C)nc(SCC(=O)OCc2ccccc2)c(C#N)c1-c1ccc(F)cc1,-11,7,-4,7,-2,0,3,-0.5,26
N#C/C(=C(/O)CCl)c1nc(-c2ccccc2)cs1,7,-7,-21,16,4,-55,-11,2.1,-3
Cc1noc(C)c1COC(=O)c1cc(=O)[nH]c2ccccc12,-15[fluorescence artefact?],-123,-4,7,7,-7,2,0.4,8
COc1cc(-c2c(C#N)c(N)nc3c2CCCC3)ccc1O,-7,-17,33,8&8,-1,-4,22,0.0,3&-19
COc1ccc(CNC(=O)COc2ccc(F)cc2)cc1,-6,6,-2,9,0,1,2,2.9,-61
O=C(Cn1cc(C(F)(F)F)cc(Cl)c1=O)Nc1ccc(N2CCOCC2)cc1,-9,0,-1,2,1,5,-4,1.9,26

The listing continues.
molecule,14-3-3 Bad inh,Calpain2 inh,Tb hexokinase,EP2 antag,eIF4E 4G PPI,Rad51 HR inh,Hck-Nef inh,L929 necroptosis,EP2 mod
Cc1ccc(S(=O)(=O)c2cc3ccccc3nc2N)cc1,-14,-405,2,3,3,3,18,2.4,-27
CC(=O)c1ccc(NC(=S)NNC(=O)c2ccccc2[N+](=O)[O-])cc1,-22,12,-29,5,-1,3,18,0.0,22
Cc1cc(O)c(/C=N/Nc2ccccc2Cl)c(=O)o1,17,9,-4,4,3,17,0,-0.1,-1
O=C(Nc1cccc(C(=O)O)c1)/C(=C\c1ccccc1)NC(=O)c1cccc2ccccc12,-10,-28,-3,8,-3,.,1,-0.1,16
CCn1cc(Cl)c(C(=O)N2N=C(c3ccc4ccccc4c3)CC2c2ccccc2O)n1 (stereo not drawn),-1,-15,-5,13,4,6,-28,2.5,48
Cc1ccc(NC(=S)N2CCC(N(C)CC3CCCO3)CC2)cc1 (stereo not drawn),-17,-35,0,2,-2,-18,21,2.3,-1
C=CCn1c(O)c(CN2CCCCC2)c(C)c(C#N)c1=O,-13,-40,-9,12,-2,-1,26,4.3,16
CN1CCc2c(sc3ncn4nc(-c5ccccc5O)nc4c23)C1,.,-250,-13,.,.,.,2,0.0,-28

Next section.
molecule,14-3-3 Bad inh,Calpain2 inh,Tb hexokinase,EP2 antag,eIF4E 4G PPI,Rad51 HR inh,Hck-Nef inh,L929 necroptosis,EP2 mod
CN(CCc1cn[nH]c1)C(=O)CC1C(=O)NCCN1Cc1cccc(Oc2ccccc2)c1 (stereo not drawn),4,-49,-6,7,-1,.,3,0.6,37
S=C(Nc1ccccc1)Nc1nc2ccccc2n1CCOc1ccc(Br)cc1,-5[fluorescence artefact?],-17,-31,11,-1[fluorescence artefact?],-5,-1,-1.1,21
Cc1cc(CNC(=O)c2cc(-c3ccccc3)nc3ccccc23)nn1C,4,14,3,10,0,-9,-14,0.6,-18
O=C(c1c(F)cccc1F)N1CCC(O)(c2cccnc2)CC1,7,-14,11,7,2,-4,0,-0.1,7
O=c1c2c3c(sc2nc(N2CCNCC2)n1CCc1ccccc1)CCCCC3,3,-12,-3,13,1,0,25,3.1,10
COc1cc(CNc2ccccc2SC)ccc1O,77*,-10,-3,9,-8,1,2,-0.1,4
Cc1ccc(N2C(=O)c3ccccc3C2=O)cc1Cl,6,7,-2,18,-3,7,2,0.1,2
Cc1noc(C)c1CSCC(=O)NC1=NCCS1,.,.,-5,6,.,-1,0,0.0,.

The closing 6 compounds of the part before lead into the next.
molecule,14-3-3 Bad inh,Calpain2 inh,Tb hexokinase,EP2 antag,eIF4E 4G PPI,Rad51 HR inh,Hck-Nef inh,L929 necroptosis,EP2 mod
Cc1cc(CNC(=O)c2cc(-c3ccccc3)nc3ccccc23)nn1C,4,14,3,10,0,-9,-14,0.6,-18
O=C(c1c(F)cccc1F)N1CCC(O)(c2cccnc2)CC1,7,-14,11,7,2,-4,0,-0.1,7
O=c1c2c3c(sc2nc(N2CCNCC2)n1CCc1ccccc1)CCCCC3,3,-12,-3,13,1,0,25,3.1,10
COc1cc(CNc2ccccc2SC)ccc1O,77*,-10,-3,9,-8,1,2,-0.1,4
Cc1ccc(N2C(=O)c3ccccc3C2=O)cc1Cl,6,7,-2,18,-3,7,2,0.1,2
Cc1noc(C)c1CSCC(=O)NC1=NCCS1,.,.,-5,6,.,-1,0,0.0,.
O=C(COC(=O)COc1cccc(Br)c1)Nc1c(Cl)cccc1Cl,-10,-1,-3,4,11[fluorescence artefact?],8,3,0.7,22
CN=C(Nc1cc(C)nn1-c1ccccc1)c1ccccc1F,2,-29,-3,2,-3,-2,3,0.9,19
Cc1ncc([N+](=O)[O-])n1CCOC(=O)Nc1ccc(Cl)c(Cl)c1,1,23,-5,24,1,4,1,0.1,-37
CC(=O)NNC(=S)NC(=O)c1ccccc1,-11,31,9,4,-5,-6,9,-0.7,11
